# Screening data deposited in PubChem BioAssay by several laboratories.
# KCC2 mod – modulators of human KCC2 chloride dependent transport; KCC2 cells, thallium flux FluoZin-2 fluorescence; AID 1456; 2.2% of 190,000 active; Q9H2X9; B-score of Tl+ flux slope (higher = more flux/activation; lower = inhibition) at 10 µM;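 active = thallium flux slope and its plate-corrected score both differing from the plate sample mean at a set confidence after two filtering rounds, in either direction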;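 note: slope of fluorescence scaled to starting intensity during 10 to 20 s after thallium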
# Target sequence (Q9H2X9 whole entry, looked up): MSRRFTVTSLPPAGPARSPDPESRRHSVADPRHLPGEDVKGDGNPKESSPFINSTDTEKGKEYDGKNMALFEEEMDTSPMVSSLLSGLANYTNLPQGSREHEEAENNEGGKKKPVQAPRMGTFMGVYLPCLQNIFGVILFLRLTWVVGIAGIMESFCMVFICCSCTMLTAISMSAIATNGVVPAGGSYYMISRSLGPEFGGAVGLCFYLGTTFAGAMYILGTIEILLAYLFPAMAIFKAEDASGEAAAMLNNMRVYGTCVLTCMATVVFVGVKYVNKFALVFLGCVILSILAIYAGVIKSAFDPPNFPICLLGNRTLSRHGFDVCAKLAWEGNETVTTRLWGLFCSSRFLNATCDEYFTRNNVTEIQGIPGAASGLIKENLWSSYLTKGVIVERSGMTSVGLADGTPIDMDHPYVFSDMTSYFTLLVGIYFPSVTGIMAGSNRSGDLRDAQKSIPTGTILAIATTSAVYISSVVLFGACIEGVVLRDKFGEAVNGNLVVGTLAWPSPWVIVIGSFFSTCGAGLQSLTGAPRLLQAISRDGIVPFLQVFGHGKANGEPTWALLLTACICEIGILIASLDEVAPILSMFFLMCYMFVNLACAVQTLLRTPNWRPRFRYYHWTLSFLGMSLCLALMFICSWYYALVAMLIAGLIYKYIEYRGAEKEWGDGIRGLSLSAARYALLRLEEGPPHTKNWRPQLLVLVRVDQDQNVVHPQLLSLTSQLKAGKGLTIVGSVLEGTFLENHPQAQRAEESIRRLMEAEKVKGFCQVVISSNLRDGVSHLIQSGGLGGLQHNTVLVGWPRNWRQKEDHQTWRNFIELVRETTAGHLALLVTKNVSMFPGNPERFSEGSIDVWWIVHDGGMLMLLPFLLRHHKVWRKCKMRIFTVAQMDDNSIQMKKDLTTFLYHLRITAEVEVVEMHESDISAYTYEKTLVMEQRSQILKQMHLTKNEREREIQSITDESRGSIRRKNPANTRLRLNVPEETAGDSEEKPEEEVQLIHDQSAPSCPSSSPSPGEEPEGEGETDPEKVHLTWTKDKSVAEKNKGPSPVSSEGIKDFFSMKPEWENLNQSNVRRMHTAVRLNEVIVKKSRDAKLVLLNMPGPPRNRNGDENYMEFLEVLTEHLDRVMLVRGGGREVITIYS
# zVAD death inh – L929 zVAD cell death inhibition | AID 1377 | L929 zVAD necroptosis rescue, ATP luminescence, 24 h; with zVAD 60 µM | viability rescue, % at 10 µM | 0.38% of 220,000 active;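 active = activation, scaled between plate controls, above about 75%, limit read from the data; inactive = activation under that limit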;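 note: 0% = zVAD with DMSO and 100% = DMSO alone without zVAD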
# thrombin 1536 – inhibitors of human thrombin. alpha-thrombin, Boc-VPR-AMC fluorogenic substrate cleavage. AID 1046. inhibition, % at 5 µM. 0.26% of 220,000 active;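 active = inhibition at or above 40%; inactive = inhibition below 40%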;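 note: 0% = enzyme with no compound and 100% = wells without enzyme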
#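 Test system: human alpha-thrombin; medium: pH 7.5 Tris-saline with Tween 20; times: reaction at room temperature; signal: AMC fluorescence at 355 nm excitation and 460 nm emission; also added: Boc-VPR-AMC substrate, 15 µM final; dosing: one concentration per compound, 5 µM, with 0.2% DMSO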
# TNF necrop inh – TNF-alpha cell death inhibition in Jurkat FADD-/- cells. Jurkat FADD-/- TNF necroptosis rescue, ATP luminescence, 24 h; 0 = TNF only, 100 = no-TNF cells. activation (protection from cell death), % at 10 µM. 0.068% of 220,000 active. AID 463075;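 active = activation, meaning protection from cell death, of at least 50% relative to plate controls; inactive = activation below 50%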;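 note: necroptosis triggered by 40 ng/mL TNF-alpha added together with compound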
# hK5 inh – blocks human kallikrein 5 protease activity. AID 873. Q9Y337. inhibition, % at 5 µM. 0.59% of 210,000 active. recombinant hK5, fluorogenic AMC substrate cleavage;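 active = inhibition of 40% or more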;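 note: 0% = enzyme controls without compound and 100% = no-enzyme blanks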
# FXIa inh – inhibitors of human coagulation factor XIa. purified FXIa, Boc-Glu-Ala-Arg-AMC fluorogenic substrate. inhibition, % at 5 µM. 0.14% of 220,000 active. AID 798;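 active = inhibition of at least 40%; inactive = inhibition below 40%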;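 note: fluorescence of freed AMC excited at 355 nm; 0% = enzyme without compound and 100% = no enzyme blank; many of its hits are not listed in these tables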
# Hck Nef HTS – blocks Nef-activated human Hck kinase | P08631 | Recombinant Hck-YEEI plus Nef, Z-Lyte FRET kinase assay | AID 463187 | inhibition, % at 20 µM | 0.68% of 220,000 active;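 active = Hck-Nef kinase inhibition above about 50%, limit read from the data; inactive = inhibition below that limit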;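 note: 0% = DMSO with Hck plus Nef and 100% = Hck alone without Nef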
# FXIIa inh – inhibitors of human coagulation factor XIIa | P00748 | purified FXIIa, Boc-QGR-AMC fluorogenic substrate, 2 h | inhibition, % at 5 µM | 0.3% of 220,000 active; in the data active = inhibition above about 40%;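 note: 0% = enzyme with no compound and 100% = blank without enzyme; many of its hits are not listed in these tables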
# Rad51 HR inh – blocks human Rad51 in homologous recombination | hRad51 DNA strand exchange, fluorescence dequenching | inhibition, % at 10 µM | 0.085% of 200,000 active | AID 1385;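 active = inhibition above 40% at the single screening dose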;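 note: 0% = DMSO control wells and 100% = blanks with heterologous ssDNA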
#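 Material: human Rad51–ssDNA filaments; Probe or stimulus: labelled 47-mer dsDNA for strand exchange; Doses: single 10 µM dose; Incubation: 37 °C 15-min filament assembly, 30-min compound preincubation, 15-min exchange; Technique: FRET fluorescence dequenching, excitation 485 nm, emission 520 nm; Measure: Fluorescence-based percent inhibition, control- and blank-normalised; Benchmarks: plate control and blank wells.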
# * hit, by the source's call; i = inactive; · = no result given; & = joins results of further samples.
no.	SMILES	KCC2 mod	zVAD death inh	thrombin 1536	TNF necrop inh	hK5 inh
1	Cc1ccc2c(c1)c(=O)c(Br)c(C)n2Cc1ccccc1	0.51	1.7	1	-0.2	-2
2	Cc1cccc2cc(C#N)c(SCC(=O)N3CCC(C)CC3)nc12	-1.5	-0.3	1	-4.0	-13
3	O=C(CSCc1ccc(Cl)cc1)NN=C1CCCCCC1	-0.6	1.4	3	5.7	-7
4	CCOc1ccc(-c2nn(-c3ccccc3)cc2/C=C2\SC(=S)N(Cc3ccco3)C2=O)cc1	1.8	1.5	-12	0.6	-4
5	Cc1sc2nc(CN3CCOCC3)nc(Oc3ccc(NC(=O)c4ccco4)cc3)c2c1C	-2.1&-1.4	0.8	2	-0.6	-13
6	COc1ccc(S(=O)(=O)Nc2ccccc2OC)cc1NC(=O)Cc1cccs1	-0.53	1.1	-6	1.7	-10
7	O=C(/C=C/c1ccco1)N(Cc1ccc(Cl)cc1)C1CCS(=O)(=O)C1 (stereo not drawn)	-0.12	0.4	-5	-0.8	0
8	O=C(CNC(=O)c1ccc2c(c1)OCCO2)N/N=C/c1cccc(Br)c1	-0.018	1.3	-5	0.2	2
9	CNC(=O)COC(=O)c1ccc(NC(=O)CC#N)cc1	2.4	0.5	2	-0.6	-7
10	CC(=O)NCC(=O)OCC(=O)c1ccccc1	1.6	0.0	2	0.1	-6
11	COc1ccc(C(=O)c2c[nH]c3ccccc23)cc1	-1.1	0.7	1	-0.3	3
12	Fc1ccc(F)c(CN2CCN(c3ncccn3)CC2)c1	0.17	0.0	-8	0.3	2
13	Cc1ccc(S(=O)(=O)NNC(=O)CCC(=O)Nc2ccccc2)cc1	·	0.1	-5	-2.7	-6
14	COCc1nnc(NC(=O)c2sc3ccccc3c2Cl)s1	0.052	0.4	-1	-2.2	-9
15	CC(OC(=O)C1=COCCO1)C(=O)Nc1cc(S(=O)(=O)N2CCCCC2)ccc1Cl (stereo not drawn)	-0.033	0.4	1	0.0	-15

no.	FXIa inh	Hck Nef HTS	FXIIa inh	Rad51 HR inh
1	4	2	10	·
2	1	-2	15	·
3	24	4	29	·
4	0	0	10	-1
5	-5	5	9	-4
6	-4	2	6	0
7	1	-1	12	·
8	1	20	8	0
9	4	3	12	5
10	1	0	11	-7
11	3	-1	2	3
12	1	0	5	1
13	13	1	18	-3
14	-3	13	5	-1
15	-6	23	1	-24

# Entries 12 to 13, quoted:
no.	SMILES	KCC2 mod	zVAD death inh	thrombin 1536	TNF necrop inh	hK5 inh
12	Fc1ccc(F)c(CN2CCN(c3ncccn3)CC2)c1	0.17	0.0	-8	0.3	2
13	Cc1ccc(S(=O)(=O)NNC(=O)CCC(=O)Nc2ccccc2)cc1	·	0.1	-5	-2.7	-6

no.	FXIa inh	Hck Nef HTS	FXIIa inh	Rad51 HR inh
12	1	0	5	1
13	13	1	18	-3

# Other records follow.
no.	SMILES	KCC2 mod	zVAD death inh	thrombin 1536	TNF necrop inh	hK5 inh
16	O=C(N/N=C/c1nn(-c2ccccc2)cc1-c1ccccc1)c1ccncc1	-1.5	0.3	-3	1.9	3
17	C#CCOCCOCCOCCNc1nc(N2CCN(C(=O)[C@H](CCC(=O)O)n3cc(C(N)CC(C)C)nn3)CC2)nc(N2CCN(C(=O)[C@H](Cc3cc4ccccc4[nH]3)n3cc(C(N)CC(C)C)nn3)CC2)n1 (stereo partly drawn)	-0.27	-0.2	-2	1.2	1
18	Cc1nn(-c2ccccc2)c(Oc2ccc(F)cc2)c1/C=N/n1cnnc1	-0.77	-0.2	2	-0.4	-10
19	COC(=O)[C@@H](NC(=O)O[C@@H]1C(=O)c2cc(Br)ccc2O[C@H]1c1cccc(OC)c1)C(C)C	9.3*	2.5	2	-1.9	-4
20	O=S(=O)(NCc1ccccc1)c1ccc(F)cc1Br	-0.29	0.4	0	0.1	-2
21	Cc1ccc(CNC(=O)C2CC(c3ccc(C(F)(F)F)cc3)=NO2)o1 (stereo not drawn)	0.43	1.3	-3	-5.3	2
22	Cc1c(C)n(CC(O)CN2CCOCC2)c2ccccc12 (stereo not drawn)	1.3	0.6	-7	-1.0	2
23	CCOC(=O)c1c(NC(=O)CSc2nnc(-c3cccnc3)n2Cc2ccco2)sc(C)c1C	-1.5	-0.4	-6	-0.4	-14
24	OC(COc1ccccc1)CN1CCN(Cc2ccc3c(c2)OCO3)CC1 (stereo not drawn)	-2.6	3.1	-9	0.5	-1
25	C/C(N)=C(/C#N)C(=O)COC(=O)C(NS(=O)(=O)c1ccc(Cl)cc1)C(C)O (stereo not drawn)	-0.024	-0.2	-4	-2.7	1
26	Cc1cccc(Oc2coc3cc(OC(=O)c4cccs4)ccc3c2=O)c1	-2.7	0.1	0	-2.9	1
27	CC(C)(C)NC(=O)COc1ccc(CNCc2cccs2)cc1	0.038	0.2	1	-0.9	3
28	CC(C)Cn1c(-c2ccc(Cl)cc2)cnc1SCC(=O)N1CCOCC1	·	0.3	-4	-1.0	3
29	Cc1ccc2nc(Cl)c(/C=C/C(=O)c3ccco3)cc2c1	i	0.0	2	-15	-3
30	COc1ccc(C2C(C#N)=C(C)NC3=C2C(=O)CC(C)(C)C3)c(OC)c1 (stereo not drawn)	0.48	0.1	2	-2.0	2

no.	FXIa inh	Hck Nef HTS	FXIIa inh	Rad51 HR inh
16	6	3	6	16
17	0	3	5	·
18	1	1	13	8
19	11	-4	22	·
20	1	30	9	-3
21	2	29	6	2
22	-4	1	4	3
23	6	2	9	·
24	-3	-10	·	5
25	-1	0	19	-5
26	2	0	16	8
27	-55	1	19	0
28	-3	1	0	-3
29	7	14	13	15
30	11	14	1	-15

# Other compounds follow.
no.	SMILES	KCC2 mod	zVAD death inh	thrombin 1536	TNF necrop inh	hK5 inh
31	FC(F)Oc1ccc(NC(=S)NCc2nc3ccccc3[nH]2)cc1	-0.006	2.6	-2	1.8	-8
32	CC(C)(C)c1csc(N(CCC#N)CCC#N)n1	·	0.0	-5	0.2	-15
33	NS(=O)(=O)c1ccc(CCNC(=O)CSc2ccc(Cl)cc2Cl)cc1	1	-0.6	1	1.7	0
34	CCc1ccc(-c2cc(C(=O)Nc3c(C)n(C)n(-c4ccccc4)c3=O)c3ccccc3n2)s1	·	0.2	-6	-16	-5
35	Cc1ccc(S(=O)(=O)N2CCN(C(=O)c3ccccc3)C2C(C)C)cc1 (stereo not drawn)	0.84	-0.2	-4	-0.8	-5
36	COc1ccccc1N=NC1=C(O)CC(C)(C)CC1=O	0.35	·	-2	2.0	-11
37	O=C1C(NS(=O)(=O)c2ccc(Cl)cc2)=C(N2CCCCC2)C(=O)c2ccccc21	0.17	0.8	-16	-5.8	-9
38	CC(=O)N1CCc2cc(S(=O)(=O)NCCC(=O)Nc3cccc(C)c3)ccc21	-0.42	1.4	-1	-0.7	16
39	COc1ccc(C2OC(=O)CC2C(=O)NCc2ccc(C)cc2)cc1OC (stereo not drawn)	-0.0091	3.3	12	0.6	-4
40	O=C(Nc1ccc2nc3ccccc3nc2c1)c1ccc(Br)cc1	-0.69	1.2	-5	3.3	-4
41	Cc1ccc(NC(=O)/C(C#N)=C/c2ccsc2)c(C)c1	0.31	0.7	-5	1.5	-17
42	O=C1c2ccccc2C(=O)c2c1oc(C(F)(F)F)c2C(=O)c1ccccc1	0.32	4.2	2	-9.0	4
43	CCO[C@@H]1OC(C(=O)N2CCN(Cc3ccccc3)CC2)=C[C@H](c2ccc(Br)cc2)[C@H]1CCCO	-0.27	0.9	3	1.7	1
44	COc1ccc(-n2c(N3CCN(C)CC3)nc3sc4c(c3c2=O)CCCCC4)cc1	-0.033	15	3	5.9	-7
45	CC1(c2nnc(-c3ccc(F)cc3)o2)CC(c2ccc([N+](=O)[O-])cc2)=NO1 (stereo not drawn)	0.53	0.4	-4	0.4	1

no.	FXIa inh	Hck Nef HTS	FXIIa inh	Rad51 HR inh
31	-5	-2	3	22
32	8	-2	7	-6
33	0	4	8	0
34	-10	1	1	-6
35	-4	4	2	5
36	-1	-7	4	·
37	7	0	8	-3
38	5	-8	12	-1
39	-6	19	0	14
40	6	0	3	2
41	3	1	10	2
42	-4	0	16	3
43	1	-22	6	4
44	6	0	23	-6
45	0	25	3	5

# Other structures follow:
no.	SMILES	KCC2 mod	zVAD death inh	thrombin 1536	TNF necrop inh	hK5 inh
46	O=C1/C(=C\c2ccc(Br)o2)SC(=Nc2ccccc2)N1c1ccccc1	-0.32	0.4	4	-2.8	-9
47	Cc1oc(C(=O)O)cc1COc1ccc2c3c(c(=O)oc2c1C)CCC3	0.055	0.3	-1	-1.3	-24
48	COc1cc(NCc2ccccc2O)c2ncccc2c1	-1.1	0.0	-2	-12	3
49	O=C(CCN1CCOCC1)c1ccc(Cl)cc1	·	2.3	-7	1.4	-1
50	Cc1c(=O)n(OCc2ccccc2)c2ccccc2[n+]1[O-]	-0.013	-0.2	12	-1.9	-2
51	Cn1c(=O)c2nc(Cl)c(-c3ccccc3)nc2n(C)c1=O	0.19	0.0	-4	0.5	7
52	COc1ccc(S(=O)(=O)C(C#N)c2nc3ccccc3nc2N2CCCCC2)cc1 (stereo not drawn)	-2	2.5	18	-0.8	0
53	COc1ccc(C2NC(=S)NC3=C2N2CCC3CC2)cc1 (stereo not drawn)	0.39	-0.2	4	0.8	2
54	CC1(C)NC(=O)N(CC(O)COc2ccccc2-c2ccccc2)C1=O (stereo not drawn)	·	1.1	5	-0.7	-6
55	CCOC(=O)CNC(=O)N1CCCC(CNS(=O)(=O)c2cccs2)C1 (stereo not drawn)	0.08	8.2	6	-0.1	-1
56	Cc1ccc(N2CN(Cc3ccco3)CNC2=S)c(C)c1	-0.3	0.0	-10	1.3	19
57	CC(OC(=O)c1ccc(Cl)c(S(=O)(=O)Nc2ccc(F)cc2)c1)C(=O)NC(N)=O (stereo not drawn)	-1.5	0.3	-2	-1.6	2
58	NC(=S)N=Nc1c(O)[nH]c2ccccc12	0.94	·	-2	-0.3	-12

no.	FXIa inh	Hck Nef HTS	FXIIa inh	Rad51 HR inh
46	7	-1	19	-8
47	5	-21	15	-5
48	-4	-3	4	14
49	-4	22	1	-2
50	13	9	19	6
51	3	1	7	-1
52	10	9	21	-6
53	3	1	14	18
54	1	1	13	-2
55	-2	15	6	32
56	2	0	5	1
57	0	10	11	·
58	5	3	12	·

# Four compounds drawn at random from the list so far:
no.	SMILES	KCC2 mod	zVAD death inh	thrombin 1536	TNF necrop inh	hK5 inh
57	CC(OC(=O)c1ccc(Cl)c(S(=O)(=O)Nc2ccc(F)cc2)c1)C(=O)NC(N)=O (stereo not drawn)	-1.5	0.3	-2	-1.6	2
56	Cc1ccc(N2CN(Cc3ccco3)CNC2=S)c(C)c1	-0.3	0.0	-10	1.3	19
52	COc1ccc(S(=O)(=O)C(C#N)c2nc3ccccc3nc2N2CCCCC2)cc1 (stereo not drawn)	-2	2.5	18	-0.8	0
53	COc1ccc(C2NC(=S)NC3=C2N2CCC3CC2)cc1 (stereo not drawn)	0.39	-0.2	4	0.8	2

no.	FXIa inh	Hck Nef HTS	FXIIa inh	Rad51 HR inh
57	0	10	11	·
56	2	0	5	1
52	10	9	21	-6
53	3	1	14	18

# The list is partial; rates above refer to the full screens.
